High-throughput results deposited in PubChem BioAssay by National Center for Advancing Translational Sciences (NCATS).
a7 integrin act – qHTS for Activators of Integrin-Mediated Alleviation for Muscular Dystrophy. alpha7betagal myoblasts, beta-gal FDG fluorescence, 48 h. Potency, µM (doses to about 38.3 µM), without a hit: top-dose activation, actives largely listed as activators. 350,000 compounds, 0.064% hits;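 note: potency is the fitted concentration of half-maximal effect; 100% = response of the positive control SU9516; nearly all actives have a fitted effect of over 60% in size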
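Alpha7betagal+/- myoblasts (passage 13) were plated 16-24 hr, then exposed to compounds (1:260 dilution of DMSO stock) for 48 hours at 37C. After MPER lysis, β-galactosidase reporter activity was read as FDG fluorescence (ex 480/em 540) after 30 minutes.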
TRPV1 agonist – HTS Assay for Compounds that Act as Agonists of the Vanilloid Receptor 1; Transient receptor potential cation channel subfamily V member 1 (Homo sapiens), Q8NER1; TRPV1-expressing cells, Fluo-8 calcium influx, agonist mode; activation, % at 8.33 µM; 320,000 compounds, 0.19% hits; AID 540275, 2011; in the data active = activation above about 80%; inconclusive = between about 30% and that limit; note: 0% is about no effect
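Cells expressing TRPV1 were dye-loaded with Fluo-8 and read kinetically: 10 s baseline, 3 min after compound (agonist portion), then 2 min after EC20 capsaicin (allosteric enhancer portion). Calcium-bound dye fluorescence at 480/520 nm.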
B2AR arrestin – qHTS assay of beta-arrestin-biased ligands of beta2-adrenergic receptor; Beta-2 adrenergic receptor (Homo sapiens), P07550; beta-arrestin recruitment to beta2AR, cell-based reporter; Potency, µM (top dose mostly 46.1 µM), without a hit: at the top dose activation, most hits filed as activators; 330,000 compounds, 0.02% hits; AID 492947, 2010;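 note: potency is the fitted concentration of half-maximal effect; 0% = DMSO controls and full agonism = EC100 isoproterenol or metaproterenol; nearly all actives have a fitted effect of over 65% in size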
Target sequence (P07550 whole entry, looked up): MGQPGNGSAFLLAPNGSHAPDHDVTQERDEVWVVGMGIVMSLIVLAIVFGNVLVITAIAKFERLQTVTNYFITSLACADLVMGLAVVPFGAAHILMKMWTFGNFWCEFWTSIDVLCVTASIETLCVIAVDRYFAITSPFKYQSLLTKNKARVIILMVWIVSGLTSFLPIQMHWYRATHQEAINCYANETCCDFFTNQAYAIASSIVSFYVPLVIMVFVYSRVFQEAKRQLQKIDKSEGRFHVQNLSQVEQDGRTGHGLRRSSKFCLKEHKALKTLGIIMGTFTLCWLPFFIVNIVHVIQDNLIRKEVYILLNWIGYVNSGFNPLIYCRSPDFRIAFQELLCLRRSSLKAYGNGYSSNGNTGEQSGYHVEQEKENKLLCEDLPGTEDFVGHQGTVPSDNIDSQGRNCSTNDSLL
TCR act – Activators of T cell receptors: qHTS campaign; primary human leukocytes, anti-CD3, IL-2 HTRF, 48 h; Potency, µM (titrated, usually from 9.22 µM), without a hit: at the highest dose activation of IL-2 secretion, actives largely listed as activators; 330,000 tested, under 10 active; AID 504894, 2011; note: % of control where 0% means no effect
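48 hr co-incubation of compounds, a-CD3 beads and primary human leukocytes; IL-2 quantified homogeneously by HTRF with anti-IL-2 K and d2 conjugates.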
MLL CXXC-DNA inh – qHTS Fluorescence Polarization Assay for Inhibitors of MLL CXXC domain - DNA interaction | MLL-CXXC / FITC-HOXA9 DNA fluorescence polarization | Potency, µM (doses to about 115 µM), for the others: at the highest dose activity change, negative = inhibition, most hits filed as inhibitors | 290,000 compounds, 0.037% hits; active = well fitted inhibition curve with a large enough effect in the polarisation, with a control signal flat, not every such curve was filed as active; inconclusive = small, poorly fitted or top-dose-only effect, or effect the other way, or a change in a side signal; inactive = no such curve, though single readings can be large or run the other way; the % refers to the polarisation; note: potency is the fitted concentration of half-maximal effect
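Fluorescence polarization: 7 uM MLL-CXXC (stock) preincubated 5 min with compounds, then 50 nM fluorescein-HOX-A9 DNA (stock) added; 30 min ambient. Buffer 50 mM Tris-HCl pH 7.5, 50 mM NaCl, 1 mM DTT, 0.05% BSA.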
TSG101-PTAP inh – qHTS Assay for Iinhibitors of HIV-1 Budding by Blocking the Interaction of PTAP/TSG101; Fluorescence polarization, FITC-PTAP peptide / Tsg101 binding; Potency, µM (top dose mostly 115 µM), for the others: at the top dose activity change, negative = inhibition, actives largely listed as inhibitors; 340,000 tested, under 10 active; AID 493005, 2010; active = well fitted inhibition curve with a large enough effect in the main read-out, with a control signal flat, not every such curve was filed as active; inconclusive = small, poorly fitted or top-dose-only effect, or effect the other way, or a change in a side signal; inactive = no such curve, though single readings can be large or run the other way; note: potency is the fitted concentration of half-maximal effect; % of control where 0% means no effect
Target sequence (Q99816 whole entry, looked up): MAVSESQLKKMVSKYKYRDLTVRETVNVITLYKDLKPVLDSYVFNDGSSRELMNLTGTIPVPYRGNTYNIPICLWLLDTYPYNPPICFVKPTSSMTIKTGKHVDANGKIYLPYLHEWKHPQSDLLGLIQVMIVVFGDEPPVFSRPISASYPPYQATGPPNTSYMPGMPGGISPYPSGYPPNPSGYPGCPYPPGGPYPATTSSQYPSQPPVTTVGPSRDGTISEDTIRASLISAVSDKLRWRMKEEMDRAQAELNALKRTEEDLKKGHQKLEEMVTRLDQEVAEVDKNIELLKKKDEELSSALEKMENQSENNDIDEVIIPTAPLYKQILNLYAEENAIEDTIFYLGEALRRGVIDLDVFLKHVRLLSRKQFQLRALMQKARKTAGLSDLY
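Steps: Tsg101 binding domain dispensed (10 uM final), compounds pinned in DMSO, FITC-labeled PTAP-motif peptide added (50 nM final); after 20 min binding at room temperature, polarization measured.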
p53 reactivation – qHTS assay for re-activators of p53 using a Luc reporter | Potency, µM (top dose mostly 92.2 µM), inactives show at the highest dose activity change, positive = activation, usual class: activators | H1299 p53-A138V BP100-luciferase reporter, luminescence, 24 h | 320,000 compounds, 0.063% hits; note: potency is the fitted concentration of half-maximal effect; % of control where 0% means no effect; nearly all actives have a fitted effect of over 45% in size
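H1299 (p53-null), stable ts p53-A138V + BP100-Luc; 1000 cells/well, Opti-MEM/10% FBS; cpd 4 pt, 1:5; 24 h, 37 deg C, 5% CO2; detection reagent 10 min RT; luminescence.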
A-T KAP1 phos – qHTS Assay for Identifying a Potential Treatment of Ataxia-Telangiectasia | Potency, µM (doses to about 57.5 µM), inactives show top-dose activation, most hits filed as activators | 320,000 compounds, 0.19% hits | […] A-T fibroblasts, KAP-1 phosphorylation AlphaLISA; neocarzinostatin DNA damage 30 min before lysis | AID 485349, 2010; note: potency is the fitted concentration of half-maximal effect; % of control where 0% means no effect; nearly all actives have a fitted effect of over 45% in size
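ATM-like activity read as KAP-1 phosphorylation via AlphaLISA donor/acceptor antibody pairs after lysis and 6 hr at 25C. Cells were ATM-null patient fibroblasts ([…], hTERT), dosed 60 min, then exposed to the DSB inducer NCS for 30 min.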
ELG1 repair inh – qHTS screen for small molecules that inhibit ELG1-dependent DNA repair in human embryonic kidney (HEK293T) cells expressing luciferase-tagged ELG1 | HEK293T ELG1-luciferase reporter, luminescence, 16 h; DNA damage induced by 5-fluorouridine | Potency, µM (highest dose often 46.1 µM), inactives show at the highest dose activity change, negative = inhibition, usual class: inhibitors | 330,000 compounds, 2.3% hits; note: potency is the fitted concentration of half-maximal effect; % is set by controls: 0 for no effect and ±100 for the full control effect; nearly all actives have a fitted effect of over 55% in size
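Luminescence from the luciferase reporter, measured 30 min after ONE-Glo reagent at room temperature, was the read-out. Beforehand, 2,000 cells per well were exposed for 16 hr at 37 °C to 5-fluorouridine together with compound or vehicle.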
BRCA1 expr up – qHTS Assay to Identify Small Molecule Activators of BRCA1 Expression; MCF7-BRCA1-FFLuc reporter, luminescence, 48 h; response scale: scaled: vehicle 0%, 10 µM genistein 100%; Potency, µM (doses to about 46.1 µM), inactives show at the top dose activation, hits mostly activators; AID 624202, 2012; 380,000 compounds, 1.1% hits; note: potency is the fitted concentration of half-maximal effect; nearly all actives have a fitted effect of over 80% in size; some results filed as inactive show a strong effect at the top dose
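Compounds are tested at multiple concentrations on MCF7 BRCA1-luciferase reporter cells seeded at 2000 per well; after 48 h, a single luminescence end-point is taken and curves fitted to the normalized data.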
Active calls of the source: *; ? = inconclusive; · = not tested or not shown; [ ] = another dose, or the depositor's remark. Unless noted, calls come from the whole dose curve; as a rule, active = well fitted curve in the direction sought with a large enough effect; inconclusive = small, poorly fitted or top-dose-only effect, or another doubt; inactive = no such curve, though single readings can be large; an effect the other way counts as inactive or inconclusive.

SMILES | a7 integrin act | TRPV1 agonist | B2AR arrestin | TCR act | MLL CXXC-DNA inh | TSG101-PTAP inh | p53 reactivation | A-T KAP1 phos | ELG1 repair inh | BRCA1 expr up
C=CCOc1cccc(C2C(C(=O)c3ccc(C)o3)=C(O)C(=O)N2CCN(C)C)c1 (configuration not stated) | 16.0% | 2.1 | -0.3% | 9.1% | -2.3% | -11.0% | -0.7% | 10.6% | -9.5% | -2.7%
O=C(Cc1ccccc1Cl)N/N=C/c1cccnc1 | 0.0% | 4.0 | -0.2% | -8.4% | 1.6% | -3.1% | 0.3% | -4.7% | 5.3% | -6.5%
Cc1ccc(NC(=S)N(CCN(C)C)Cc2cc3cc(C)ccc3[nH]c2=O)cc1 | -47.9%[inhibitor] | 7.3 | -0.6% | 6.9% | -1.0% | -2.2% | 7.4% | -4.8% | -3.4% | -1.6%
CCC(=O)NC(=S)Nc1ccc(S(=O)(=O)N2CCN(C)CC2)cc1 | 4.0% | 6.5 | -0.2% | 1.8%[46.1 µM] | 8.3% | -0.8% | 0.0% | 7.4% | 10.0% | -0.9%
CC1(c2ccccc2)CC(C)(C)N(C(=O)CSc2nnc(N)s2)c2ccccc21 (configuration not stated) | 14.8% | ? | 0.2% | 0.8%[46.1 µM] | 3.4% | -1.8% | -16.2% | -0.7% | -10.3% | -88.9%
CCN(CCCNC(=O)CCCn1c(=O)[nH]c2ccccc2c1=O)c1cccc(C)c1 | -7.7% | 11.6 | -0.5% | · | -1.8% | -6.2% | -17.2% | -4.1% | -11.6% | 9.6%
COc1ccc(N2CCN(c3oc(COc4ccc(Cl)cc4)nc3C#N)CC2)cc1 | 7.2% | -3.1 | -0.1% | -1.6% | -1.7% | -2.6% | 11.1% | 3.1% | 15.3% | -31.3%
COc1ccc(Cl)cc1NC(=O)CN(C)C(=O)c1cc(-c2cccs2)nn1-c1ccccc1 | -28.0% | 1.9 | -0.1% | 6.8% | · | -2.7% | 0.7% | 1.8% | -10.8% | -75.5%
O=S(=O)(NCc1cccs1)c1ccc(Cl)s1 | -14.5% | 2.4 | 0.1% | 0.2% | -9.6% | -8.4% | · | -7.2% | 1.8% | 12.4%
CC(C)N1C(=O)CC2(CC[N+](C)(CCOC(=O)C(c3ccccc3)c3ccccc3)CC2)C1=O (configuration not stated) | 7.2% | 1.8 | -0.4% | 1.6% | 3.1% | 0.8% | -0.8% | -4.5% | -1.6% | -11.6%
CN(C)CCNC(=O)/C=C/c1cn(-c2ccccc2)nc1-c1cc2ccccc2oc1=O | 8.3% | 1.9 | 0.4% | -0.8% | 16.6% | -3.9% | -1.7% | -3.9% | -12.1% | -2.0%
CN(c1ccccc1)S(=O)(=O)c1cccc(C(=O)OCC(=O)NCCCN2CCCC2=O)c1 | -13.1% | -2.7 | 0.0% | · | 6.2% | -0.8% | -1.1% | 2.1% | 4.5% | -2.4%
O=C(O)Cc1ccc(NC(=O)c2ccc3c(c2)C(=O)N(CC2CCCO2)C3=O)cc1 (configuration not stated) | 7.0% | 0.8 | -0.2% | -1.3% | -2.5% | · | -0.7% | 21.1% | -2.2% | -2.1%
Cc1cccn2c(=O)c3cc(C(=O)N(C)C)n(C)c3nc12 | 8.2% | -3.3 | -0.9% | 4.1% | 0.1% | -13.4% | ? | 19.3% | 15.4% | 9.0%
CC(C)(C)OC(=O)N1CCC(NC(=O)c2[nH]cnc2C(=O)N[C@@H](Cc2ccccc2)C(=O)OCc2ccccc2)CC1 | 0.0% | 2.6 | -0.5% | -3.8% | 1.9% | -0.1% | -12.6% | -4.2% | ? | -52.1%
Cc1cccc(NC(=O)CCS(=O)(=O)c2ccccc2)n1 | -54.1%[inhibitor] | 1.1 | -0.3% | -11.9% | -3.8% | -8.5% | 21.6% | 0.5% | ? | 29.2%
CCn1cc(Cl)c(C(=O)Nc2c(C)nn(Cc3c(F)c(F)c(F)c(F)c3F)c2C)n1 | ? | 1.5 | -0.6% | -8.3% | 0.1% | -0.1% | · | 0.6% | -5.9% | 9.6%
COc1ccc(S(=O)(=O)N2CCN(C(=O)CC(C)C)CC2)cc1 | -25.0% | 1.3 | -0.8% | 1.4% | -0.3% | 0.3% | · | 2.3% | 22.9% | -7.3%
CN(CC(=O)Nc1ccccc1Cl)C(=O)COC(=O)c1ccc(=O)n(Cc2ccccc2)n1 | 22.4% | -4.3 | 0.3% | · | · | -0.2% | 0.0% | 1.2% | -3.6% | -7.6%
COc1cc(Br)cc2cc(C(=O)N3CCOCC3)c(=O)oc12 | 0.0% | 24.4 | 0.8% | 14.0% | -11.4% | 0.1% | -1.1% | -0.1% | -3.3% | 1.3%
C=CCNC(=O)CC(C)C(CCCCC)C(=O)O (configuration not stated) | -7.5% | -1.6 | -1.0% | 0.2% | 1.6% | -1.5% | 9.8% | 2.9% | -0.7% | -28.9%
CCOCCc1nnc(NC(=O)C(C)Oc2ccccc2)s1 (configuration not stated) | -0.7% | -1.3 | -1.2% | -2.8% | 11.1% | -13.3% | -2.2% | -4.3% | 1.3% | 0.0%
FC(F)(F)c1ccccc1-n1ccnc1 | · | -3.3 | -0.3% | 2.3% | -3.9% | -2.2% | -1.3% | -7.0% | 18.6% | -10.6%
COc1cccc(/C=N\NC(=O)c2sc(N)nc2C)c1OC | 17.9% | -5.0 | -0.3% | -1.1% | 9.6% | 2.4% | 1.2% | 3.8% | ? | 3.8%
O=C(N/C(=C/c1cccc([N+](=O)[O-])c1)C(=O)N1CCCCCC1)c1ccco1 | 0.0% | 10.9 | -0.5% | 2.8% | 4.2% | -0.6% | 2.1% | 8.2% | 2.6% | 1.6%
COc1cccc(OCC(=O)Nc2ccccc2NC(C)=O)c1 | 8.9% | 2.7 | -0.5% | -13.5% | -7.2% | -4.4% | -3.6% | 10.8% | -6.1% | -1.1%
O=C(CC1(O)C(=O)N(Cc2ccccc2)c2ccccc21)c1ccncc1 (configuration not stated) | -38.5% | -0.4 | 0.1% | 2.1% | 9.8% | -4.3% | 7.5% | -6.2% | 1.8% | -31.3%
O=C(c1ccccc1)n1c(=O)c(F)cn(COCCBr)c1=O | 15.6% | -1.3 | -0.2% | · | 72.7%[activator] | -2.7% | 7.7% | 1.0% | 6.4% | 6.6%
O=P(Cc1ccccc1O)(c1ccccc1)c1ccccc1 | -0.1% | -0.3 | -0.3% | 0.5%[46.1 µM] | 1.7% | -3.3% | -6.3% | -1.0% | 11.4% | -3.4%
Cc1cccc(NC(=O)c2ccc(-n3cncn3)c([N+](=O)[O-])c2)c1 | 7.6% | ? | -0.3% | -7.8% | · | -7.8% | 21.3% | -5.3% | 0.3% | -19.3%
CCCCCCn1c(N2CCC(C)CC2)nc2c1c(=O)[nH]c(=O)n2C | 12.0% | 28.9 | -0.6% | -0.1% | 5.6% | -7.3% | -8.5% | -5.2% | -25.6% | -34.6%
CC[n+]1c(C)sc2sc3ccccc3c21 | · | 17.5 | 0.1% | · | 27.8% | · | -2.1% | -5.6% | -5.4% | ·
CCOc1ccc(C(=O)N(CN2CCCC2=O)c2ccccc2)cc1 | -2.0% | -0.8 | 0.3% | -2.2% | -2.0% | -6.5% | -3.6% | 5.9% | 1.4% | -0.9%
CCc1ccc(NC(=O)C(=O)NCC2CCCN2S(=O)(=O)c2cccs2)cc1 (configuration not stated) | 9.6% | 1.5 | -0.8% | 1.3% | · | 2.5% | -10.2% | 2.0% | ? | -24.5%
CCOC(=O)c1sc2nc(CN3CCCCC3)nc(Cl)c2c1C | -2.1% | 2.4 | 0.1% | -1.0% | 12.8% | 0.0% | 1.4% | -5.4% | -8.9% | -6.6%
CC(=O)Nc1cc(NC(C)=O)cc(C(=O)OCC(=O)N2CC(C)OC(C)C2)c1 (configuration not stated) | -1.5% | 1.1 | -0.4% | 2.0% | -5.6% | -3.3% | -3.7% | -3.6% | -3.8% | -4.1%

3 compounds out of the list above, sorted by the value under TCR act, largest number first.
molecule	a7 integrin act	TRPV1 agonist	B2AR arrestin	TCR act	MLL CXXC-DNA inh	TSG101-PTAP inh	p53 reactivation
CCc1ccc(NC(=O)C(=O)NCC2CCCN2S(=O)(=O)c2cccs2)cc1 (configuration not stated)	9.6%	1.5	-0.8%	1.3%	·	2.5%	-10.2%
CCCCCCn1c(N2CCC(C)CC2)nc2c1c(=O)[nH]c(=O)n2C	12.0%	28.9	-0.6%	-0.1%	5.6%	-7.3%	-8.5%
CCOC(=O)c1sc2nc(CN3CCCCC3)nc(Cl)c2c1C	-2.1%	2.4	0.1%	-1.0%	12.8%	0.0%	1.4%
